# Assay outcomes: PubChem BioAssay, several laboratories
# TRPN1 ag: agonists of zebrafish TRPN1 channel | HEK293 zebrafish TRPN1-YFP, Fluo-8 calcium fluorescence; 100% = response to 87 µM carbachol | activation, % at 3 µM | 220,000 compounds, 0.18% hits;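 active means activation above its plate's cutoff, the mean activation of test wells on that plate plus 3 SD, cut at about 19% in these data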;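 further: 0% = DMSO alone and 100% = 87 µM carbachol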
#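 Material: zebrafish TRPN1-YFP in HEK293 cells; Doses: single test compound dose, 3 µM nominal, 0.3% DMSO; Timing: dye loading 1 h at 37 °C, then 30 min room temperature; Technique: intracellular calcium fluorescence with Fluo-8; Benchmarks: high carbachol 87 µM, low DMSO alone.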
# TbHK1 inh: blocks Trypanosoma brucei hexokinase 1 activity. inhibition, % at 10 µM. recombinant TbHK1, G6PDH-coupled NADH A340. 220,000 compounds, 0.11% hits;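 active means inhibition of 50% or more in the single-dose primary screen; inactive means inhibition below 50%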
# EBV gp42 block: blocks Epstein-Barr virus glycoprotein 42 binding; Q1HVG2; 220,000 compounds, 0.42% hits; Fluorescence polarization binding assay, mP read-out; inhibition, % (tested at 21.74 µM); in the data active means inhibition above about 50%
# KCC2 mod: modulators of human KCC2 chloride dependent transport | KCC2 cells, thallium flux FluoZin-2 fluorescence | B-score of Tl+ flux slope (higher = more flux/activation; lower = inhibition) at 10 µM | 190,000 compounds, 2.2% hits;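 active means thallium flux slope and its plate-corrected score both differing from the plate sample mean at a set confidence after two filtering rounds, in either direction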;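 further: slope of fluorescence scaled to starting intensity during 10 to 20 s after thallium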
# Target sequence (Q9H2X9 whole entry, looked up): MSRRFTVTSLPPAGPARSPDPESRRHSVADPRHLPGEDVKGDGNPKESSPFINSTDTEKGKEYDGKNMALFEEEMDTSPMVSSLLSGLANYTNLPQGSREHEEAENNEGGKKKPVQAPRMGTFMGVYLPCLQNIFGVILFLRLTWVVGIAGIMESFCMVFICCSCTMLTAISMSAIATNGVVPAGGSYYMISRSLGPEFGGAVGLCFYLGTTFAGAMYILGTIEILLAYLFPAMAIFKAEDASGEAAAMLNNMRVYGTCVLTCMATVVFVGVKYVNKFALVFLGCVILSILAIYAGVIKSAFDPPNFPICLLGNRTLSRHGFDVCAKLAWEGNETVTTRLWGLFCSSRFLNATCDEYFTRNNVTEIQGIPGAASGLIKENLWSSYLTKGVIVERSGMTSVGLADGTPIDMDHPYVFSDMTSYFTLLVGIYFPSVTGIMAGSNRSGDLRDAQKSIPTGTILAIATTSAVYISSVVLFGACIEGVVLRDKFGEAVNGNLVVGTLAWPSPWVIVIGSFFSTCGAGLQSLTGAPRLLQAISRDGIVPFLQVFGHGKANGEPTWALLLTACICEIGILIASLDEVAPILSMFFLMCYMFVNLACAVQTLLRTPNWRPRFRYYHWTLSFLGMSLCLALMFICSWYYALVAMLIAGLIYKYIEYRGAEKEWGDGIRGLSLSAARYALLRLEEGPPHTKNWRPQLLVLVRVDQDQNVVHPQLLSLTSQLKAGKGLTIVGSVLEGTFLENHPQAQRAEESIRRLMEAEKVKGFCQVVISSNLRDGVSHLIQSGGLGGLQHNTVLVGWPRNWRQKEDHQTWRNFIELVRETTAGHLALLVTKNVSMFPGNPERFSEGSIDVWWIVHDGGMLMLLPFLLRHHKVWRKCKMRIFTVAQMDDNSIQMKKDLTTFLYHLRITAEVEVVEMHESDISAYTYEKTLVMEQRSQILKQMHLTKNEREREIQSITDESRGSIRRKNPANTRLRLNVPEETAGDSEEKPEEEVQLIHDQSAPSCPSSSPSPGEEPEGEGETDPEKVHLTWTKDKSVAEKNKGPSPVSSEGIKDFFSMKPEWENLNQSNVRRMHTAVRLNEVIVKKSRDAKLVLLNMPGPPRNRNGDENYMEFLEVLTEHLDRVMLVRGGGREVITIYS
# m-calpain inh: blocks pig calpain II enzyme activity. purified calpain II, fluorogenic peptide substrate, 30 min. inhibition, % at 16 µM. 220,000 compounds, 0.37% hits;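 active means inhibition above about 50%, limit read from the data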
# PPC-1+TRAIL kill: kills PPC-1 cancer cells in the presence of TRAIL; cell killing (% activity), % at 4 µM; 220,000 compounds, 0.41% hits; PPC-1 cells + TRAIL, ATPLite viability luminescence; AID 1443;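 active means cell killing above 50% in the first pass at 4 µM, then a duplicate retest at 5 µM averaging 50% or more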;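 further: plate controls were cells with TRAIL plus DMSO for no effect and medium-only wells lacking cells for full effect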
# Thrombin inh: thrombin (human) inhibition; inhibition, % at 5 µM; 220,000 compounds, 0.26% hits; P00734; alpha-thrombin, Boc-VPR-AMC fluorogenic substrate cleavage;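 active means inhibition at or above 40%; inactive means inhibition below 40%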;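 further: 0% = enzyme with no compound and 100% = wells without enzyme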
#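 Material: human alpha-thrombin enzyme / Medium: pH 7.5 Tris (50 mM) with NaCl 150 mM, Tween 20 0.05% / Compound: single-point dosing at 5 µM, 0.2% DMSO / Incubation: enzyme reaction carried out at room temperature / Detection: AMC fluorescence, 355/460 nm / Read-out basis: percent inhibition scaled between no-compound controls and no-enzyme blanks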
# TRPML3 agonist: human mucolipin-3 channel agonism; HEK293 TRPML3-YFP, Fluo-8 calcium fluorescence; 100% = the carbachol control signal; activation, % at 3 µM; 220,000 compounds, 0.29% hits;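 active means activation above its plate's cutoff, the mean activation of the plate's test wells plus 3 SD, cut at about 12% in these data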;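 further: 0% = DMSO only wells and 100% = carbachol wells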
#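 system = HEK293 cells stably carrying human TRPML3-YFP | doses = one concentration, 3 µM nominal, 0.3% DMSO | timing = dye loading 1 h 37 °C then 30 min ambient, 125 s read | detection = Fluo-8 calcium dye fluorescence, ex 470-495, em 515-575 nm | benchmarks = high control carbachol 87 µM, low control DMSO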
# Furin inhibitor: blocks human furin protease activity; P09958; inhibition, % at 30 µM; purified furin, fluorogenic substrate cleavage; 220,000 compounds, 0.061% hits; in the data active means inhibition above about 25%; further: inactives centre near -15
# Numbers without * were called inactive; / = no result given; [ ] = dose if it differs, or a comment. An unsorted share of the library; about 3.6% have a hit in one of these screens.
SMILES,TRPN1 ag,TbHK1 inh,EBV gp42 block,KCC2 mod,m-calpain inh,PPC-1+TRAIL kill,Thrombin inh,TRPML3 agonist,Furin inhibitor
CCCOc1ccc(C2NC(=S)NC(C)=C2C(=O)c2ccccc2)cc1OC (centres undefined),-0.2,-14,-4,-0.4,-1,5,-9,0.0,-6
COc1ccc(OC)c(-c2csc(NC(=O)CSc3ccc([N+](=O)[O-])cc3)n2)c1,0.3,-21,-18,0.026,-22,-6,-8,0.0,-23
COc1cccc(NC(=O)CCCn2c(=S)[nH]c3ccccc3c2=O)c1,-0.7,-2,6,1.2,4,9,-5,-0.3,-22[20 µM]
O=C1c2cccnc2C(=O)N1Cc1cccs1,1.4,0,-11,0.42,-4,25,4,1.1,-1
CC(C)(C)S(=O)(=O)Cc1nc(-c2ccc(Cl)c(Cl)c2)cs1,4.5,-3,-14,/,18,13,1,3.6,-11
CS(=O)(=O)Nc1nnc(SCC(=O)N(c2ccccc2)c2ccccc2)s1,-0.1,-5,2,0.85,7,4,-6,0.7,-17
CCC(c1nnnn1C(C)(C)CC)N(CCCO)Cc1cc2cc(C)cc(C)c2[nH]c1=O (centres undefined),-0.2,-9,-2,-0.77,2,12,1,-0.8,-11
CN(C)C(CN=C1NS(=O)(=O)c2ccccc21)c1ccco1 (centres undefined),1.3,-1,-16,-0.4,-18,19,-1,0.4,-25
COc1ccccc1N(CC(=O)Nc1ccc2c(c1)OCCO2)S(C)(=O)=O,1.8,7,-15,/,13,26,1,-1.0,-8
O=C(/C=C/c1ccc(OCCCF)cc1)NCc1cccc(Cl)c1,-0.3,-2,-11,/,8,-10,-1,0.2,-18
CN(C)S(=O)(=O)c1ccc(NC(=O)Cn2ccsc2=N)cc1,0.9,5,5,0.1,25,39,-5,1.2,-21
CCN(c1cccc(C)c1)S(=O)(=O)c1ccc2c3c(cccc13)C(=O)N2,-2.0,1,-18,-0.00089,-35,7,-5,-1.1,-5[20 µM]
Cc1ccc(-c2nc3ccccc3o2)cc1NC(=S)NC(=O)c1cc2ccccc2o1,2.8,-7,-45,/,-21,-7,-16,0.5,-16
CCCN(CCC)CCCNC(=O)c1cc2c(=O)[nH]c3ccccc3c2n1C,1.9,-1,10,-1.5,-68,19,-5,0.0,-21
C=CCn1c(SCC(=O)C(C)(C)C)nnc1-c1cccs1,-0.2,5,0,1.2,12,15,-5,0.0,-14
CSc1cccc(NS(=O)(=O)c2cccs2)c1,-1.7,5,-22,-0.91,11,21,-6,0.0,-8[20 µM]
COc1ccc2c(C)cc(SCC(=O)Nc3cccnc3Cl)nc2c1,-0.7,-6,-14,-0.44,-22,34,1,0.3,-19
CC1(C)Cc2c(sc3c2c(=N)n(Cc2ccco2)c(=O)n3Cc2ccccc2)CO1,-0.5,0,-5,-0.97,4,-10,-5,-0.3,-24[20 µM]
CC(C)OC1(c2ccccc2)OC(=O)c2ccccc21 (centres undefined),-2.5,-5,-10,-1,19,23,-2,-1.4,-17
CCCC(=O)Nc1nnc(-c2ccccc2)o1,0.5,-3,-15,1.2,-10,-10,6,0.8,-34

# Some of the entries so far, tab-delimited:
SMILES	TRPN1 ag	TbHK1 inh	EBV gp42 block	KCC2 mod	m-calpain inh	PPC-1+TRAIL kill	Thrombin inh	TRPML3 agonist	Furin inhibitor
COc1ccc2c(C)cc(SCC(=O)Nc3cccnc3Cl)nc2c1	-0.7	-6	-14	-0.44	-22	34	1	0.3	-19
CC1(C)Cc2c(sc3c2c(=N)n(Cc2ccco2)c(=O)n3Cc2ccccc2)CO1	-0.5	0	-5	-0.97	4	-10	-5	-0.3	-24[20 µM]

# (continued)
SMILES,TRPN1 ag,TbHK1 inh,EBV gp42 block,KCC2 mod,m-calpain inh,PPC-1+TRAIL kill,Thrombin inh,TRPML3 agonist,Furin inhibitor
COc1cccc(C(=O)Nc2ccc(NC(=O)C(C)C)nc2)c1,1.6,-3,-4,-0.15,22,11,7,0.8,-17
COCCC(=O)N(Cc1ccc2c(c1)OCO2)C(C(=O)NC1CCCCC1)c1ccncc1 (centres undefined),1.6,2,4,0.68,-4,-7,-5,0.6,-24
CCOc1ccc(N(CC(=O)Nc2c(C)n(C)n(-c3ccccc3)c2=O)S(=O)(=O)c2ccccc2)cc1,-0.9,-1,-14,-2.8*,-20,4,-8,-0.4,-23
CCOC(=O)c1cccc(NC(=O)c2cnccn2)c1,0.4,-1,-19,-0.16,5,20,0,0.4,-21
c1cc(-c2nnc3n2CCCCC3)ccn1,0.3,2,-2,0.3,-19,-4,-1,0.5,-15
CC(=O)c1cccc(NC(=O)Nc2cccnc2)c1,0.3,1,-7,-0.004,-4,12,5,0.9,-11[20 µM]
Cc1ccc(NC(=O)NC2CCN(CC(=O)Nc3nccs3)CC2)cc1,-0.7,-5,-16,0.038,-21,17,-1,-0.1,-29
CCC(=O)Nc1sc2c(c1C#N)CC(C)(CC)OC2 (centres undefined),-0.1,4,-10,0.93,-7,20,-7,0.2,-14[20 µM]
O=c1c(C(c2ccccc2)c2c(O)sc3ccccc3c2=O)c(O)sc2ccccc12,-0.5,5,7,21*,51*,-10,-4,0.1,-14[20 µM]
NC(=O)C1CCN(c2nc(-c3ccccc3)nc3ccccc23)CC1,0.8,-33,0,-0.44,18,12,-4,1.4,-19[20 µM]
COc1ccccc1-n1cc(CN2CCN(CC=C(C)C)C(CCO)C2)cn1 (centres undefined),0.1,-12,-10,0.81,-39,0,-8,0.5,-11
OC(COc1ccccc1)CN1CCCC1 (centres undefined),0.9,-3,8,1.5,-25,10,-2,0.8,-21
CCc1nc(SCC(=O)NCCc2ccccc2)c2c(=O)n(C)c(=O)n(C)c2n1,3.7,-10,-6,-2.3,9,14,7,0.5,-3
CCC1CCC/C1=N\NC(=O)c1cc(C)[nH]n1 (centres undefined),-0.1,-8,-8,0.73,2,12,4,0.3,-17[20 µM]
CCn1c(C)nc2cc(S(=O)(=O)N3CCCC3)ccc21,1.0,-4,-21,/,-4,9,4,0.9,-23
Cc1ccc(-c2c3c(=O)n(C)c(=O)n(C)c3cn2CCCN2CCOCC2)cc1,-0.6,-13,-9,1,1,-5,-2,0.7,-22[20 µM]
Cn1ncc(N=Cc2c(O)ccc3ccccc23)c1C(=O)N1CCOCC1,0.2,-8,/,0.71,/,/,/,0.2,-20[20 µM]
CC1=NN(C(=O)c2ccccc2)C(O)(c2ccc(Br)cc2)C1 (centres undefined),2.0,11,-9,-0.52,12,-6,-1,0.4,-24
CCc1nc(N2CCCCC2C(=O)O)c2oc3ccccc3c2n1 (centres undefined),1.1,-10,-1,-1.7,13,9,-5,0.3,-16
CSc1nc(-c2ccc(N(C)C)cc2)c(C#N)c(=O)n1C,-0.9,-11,0,-1.9,-39,-3,1,0.8,-13

# Only Thrombin inh, for four of the compounds above:
Molecule | Thrombin inh
CCOc1ccc(N(CC(=O)Nc2c(C)n(C)n(-c3ccccc3)c2=O)S(=O)(=O)c2ccccc2)cc1 | -8
CCOC(=O)c1cccc(NC(=O)c2cnccn2)c1 | 0
c1cc(-c2nnc3n2CCCCC3)ccn1 | -1
CC(=O)c1cccc(NC(=O)Nc2cccnc2)c1 | 5

# Continued.
SMILES,TRPN1 ag,TbHK1 inh,EBV gp42 block,KCC2 mod,m-calpain inh,PPC-1+TRAIL kill,Thrombin inh,TRPML3 agonist,Furin inhibitor
COc1ccc(C(=O)N/N=C/c2ccc(OC(=O)c3cccs3)cc2)cc1,1.4,-13,-15,0.86,-14,8,-9,-0.3,-17
c1ccc(Cn2nnnc2CN2CCCC2)cc1,-0.2,-3,-10,0.3,-18,27,-9,0.6,-18[20 µM]
N/C(=N\OC(=O)c1cccc2ccccc12)c1ccc(Br)cc1,0.6,-1,14,0,-1,34,-2,1.5,-21
Cc1nc2cc3nc(C(F)(F)F)[nH]c3cc2[nH]1,0.1,2,-10,0.25,-16,26,-1,1.0,-21
CCOc1ccccc1NC(=O)CN1CCC(NC(=O)c2ccccc2)CC1,-0.1,2,-3,-0.34,-8,32,1,0.3,-21[20 µM]
CC1=NN(c2ccc(Cl)cc2)C(=O)/C1=C\c1cccn1-c1ccc(S(N)(=O)=O)cc1,0.8,-3,1,0.57,-30,15,-5,0.8,-16
COc1ccc(NS(=O)(=O)c2ccc(N3CCOCC3)c(NC(=O)C(C)C)c2)cc1,2.3,10,2,0.14,19,9,-7,2.5,-14
O=C(Nc1cccn(Cc2ccccc2)c1=O)NC1CCCCC1,1.2,-1,-3,-0.77,-33,-3,-3,1.2,-18[20 µM]
C=CCNC(=O)CN(c1cc(Cl)ccc1OC)S(=O)(=O)c1ccc(C)c([N+](=O)[O-])c1,0.1,-1,-11,-1.2,-6,-1,-3,0.0,-29
N#Cc1cnc(Nc2ccc(F)cc2)nc1N,0.0,-5,-16,0.25,-12,-14,-5,0.1,-25
O=C(Cc1coc(-c2ccc(F)cc2)n1)NCc1ccccc1,1.6,3,-8,-2.6*,8,-1,-1,0.1,-16
CC(C)(C)Nc1scc(-c2ccccc2)[n+]1-c1ccccc1,-1.6,0,-22,-1.2,-13,7,-8,-0.2,-9
COc1ccc(N2CCN(C(=O)CC(NC(N)=O)c3cccc(Oc4ccccc4)c3)CC2)cc1 (centres undefined),-0.8,-8,-4,/,-24,-5,-4,-0.6,-26
CCc1cccc(C)c1NC(=O)CSc1nnc(-c2cc3cc(Br)ccc3o2)n1CC,-0.4,-3,7,-0.21,55*,14,27,0.2,-28[20 µM]
S=C(c1cn(Cc2ccc(Br)cc2)c2ccccc12)N1CCOCC1,-1.0,-11,-15,0.15,9,18,-5,0.3,-11
CC(C)(C)OC(=O)N/N=C/c1cccn1-c1ccc([N+](=O)[O-])cc1,1.7,-29,-3,0.37,3,-1,-8,1.2,1
CCOC(=O)C1CCCN(c2c(Nc3ccc(C)c(C)c3)c(=O)c2=O)C1 (centres undefined),-1.4,-41,-13,0.052,20,1,-3,0.2,-17
CCN(CC)S(=O)(=O)c1ccc(O)c(C(=O)OCC(=O)Nc2cc(C)c(C)cc2[N+](=O)[O-])c1,0.3,-5,-2,-0.01,-50,-7,2,0.7,-3
C=C1[C@@H](OC(C)=O)CC[C@]2(C)[C@@H]1C[C@@H]1C[C@H](OC(C)=O)C(C)=C([C@@H](OC(C)=O)[C@@H]2OC(C)=O)C1(C)C,/,0,8,0.47,-2,1,-4,/,-22
Cc1ccc2cc(CCl)c(Cl)nc2c1,-0.3,-6,12,-0.038,-21,8,-10,0.0,-15
Nc1ccn(Cc2ccccc2)n1,-1.1,-2,-7,-0.034,26,11,-4,0.1,-24
CN(C)c1ccc(C(=O)Nc2nc3c(s2)CCCC3)cc1,1.6,-16,-2,-0.76,1,39,2,2.2,-18
O=C(CCn1c(=S)oc2ccccc21)NC1CCCCCCC1,0.1,-9,3,0.48,-16,-1,-3,0.5,-13
COc1ccccc1NC(=O)c1ccccc1NC(=O)c1cc(Cl)ccc1NC(=O)c1ccco1,1.7,-16,-13,0.81,-140,21,3,0.3,6[20 µM]
COc1cc(/C=C/C(=O)O)ccc1OCc1ccc([N+](=O)[O-])cc1,0.2,-11,-13,0.016,4,2,/,0.4,-14
CC[n+]1c(C)sc2cc(C)ccc21,-1.6,-8,-12,0.31,-4,16,1,0.1,-26
